High-throughput results from PubChem.
TLR9-MyD88 inh: blocks human TLR9 binding to MyD88. Q9NR96+Q99836. CHO BLA complementation TLR9-MyD88, CCF4 FRET ratio. inhibition, % at 4.98 µM. 340,000 compounds, 0.21% hits. AID 504734;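 active = inhibition above the mean over all tested compounds plus 3 SD, cut at about 21% in these data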;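 note: 0% = DMSO only wells and 100% = clavulanate BLA inhibitor control wells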
Target sequence (Q99836 whole entry, looked up): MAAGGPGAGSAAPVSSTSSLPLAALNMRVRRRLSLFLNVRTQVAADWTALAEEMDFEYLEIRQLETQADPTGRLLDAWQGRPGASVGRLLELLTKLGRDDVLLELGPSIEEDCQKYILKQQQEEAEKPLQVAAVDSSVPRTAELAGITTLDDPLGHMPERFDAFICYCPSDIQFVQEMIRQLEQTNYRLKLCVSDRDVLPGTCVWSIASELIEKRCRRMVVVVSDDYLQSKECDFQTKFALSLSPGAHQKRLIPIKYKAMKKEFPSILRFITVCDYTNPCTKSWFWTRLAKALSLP
Target sequence (Q9NR96 whole entry, looked up): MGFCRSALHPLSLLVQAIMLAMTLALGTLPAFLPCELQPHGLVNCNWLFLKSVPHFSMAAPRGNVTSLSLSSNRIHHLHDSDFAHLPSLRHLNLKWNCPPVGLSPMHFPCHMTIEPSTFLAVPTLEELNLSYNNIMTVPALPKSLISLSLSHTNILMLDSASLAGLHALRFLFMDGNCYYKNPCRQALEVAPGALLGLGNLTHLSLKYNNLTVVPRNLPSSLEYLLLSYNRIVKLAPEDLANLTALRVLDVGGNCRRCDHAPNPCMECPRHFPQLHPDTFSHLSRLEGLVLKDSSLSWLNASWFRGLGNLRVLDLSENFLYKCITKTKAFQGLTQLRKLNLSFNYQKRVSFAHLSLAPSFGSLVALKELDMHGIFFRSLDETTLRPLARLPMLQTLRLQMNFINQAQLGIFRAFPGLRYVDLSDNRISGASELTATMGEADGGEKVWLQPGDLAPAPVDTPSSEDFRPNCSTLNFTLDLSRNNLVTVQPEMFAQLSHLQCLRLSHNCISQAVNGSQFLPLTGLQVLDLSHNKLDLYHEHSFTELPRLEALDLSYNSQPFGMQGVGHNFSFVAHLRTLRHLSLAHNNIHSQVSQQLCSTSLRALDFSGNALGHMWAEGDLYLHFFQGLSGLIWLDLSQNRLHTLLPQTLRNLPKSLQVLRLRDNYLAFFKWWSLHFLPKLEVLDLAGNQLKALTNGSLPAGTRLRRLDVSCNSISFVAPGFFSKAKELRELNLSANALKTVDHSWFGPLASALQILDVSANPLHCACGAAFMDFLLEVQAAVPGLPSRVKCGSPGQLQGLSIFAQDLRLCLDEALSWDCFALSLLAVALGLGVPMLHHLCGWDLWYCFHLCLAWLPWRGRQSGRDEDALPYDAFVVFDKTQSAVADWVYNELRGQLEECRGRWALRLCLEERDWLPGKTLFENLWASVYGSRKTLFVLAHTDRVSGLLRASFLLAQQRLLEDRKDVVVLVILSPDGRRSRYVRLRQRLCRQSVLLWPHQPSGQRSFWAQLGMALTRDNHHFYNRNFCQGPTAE
SRC3 inh: human NCOA3 inhibition; HEK293 GAL4-SRC3 luciferase reporter, luminescence; inhibition, % at 3.6 µM; 360,000 compounds, 0.17% hits; AID 588352;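 active = inhibition above a per-campaign cutoff, the mean of all compounds plus 3 SD, cut at about 60% in these data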;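 note: 0% = DMSO-treated cells and 100% = gossypol-treated cells at 36 µM; higher means less SRC3-driven luciferase light from the GAL4 reporter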
TWEAK-Fn14 inh: blocks TWEAK-Fn14 interaction in a reporter cell assay | AID 1159606 | TWEAK-stimulated Fn14 reporter cells, luciferase luminescence, 8 h | 360,000 compounds, 2% hits | inhibition, % at 10 µM; in the data active = inhibition above about 50%
Exocytosis inh: lytic granule exocytosis inhibition. TALL-104 LAMP-1 surface exposure, flow cytometry; cells stimulated with thapsigargin and PMA. inhibition, % at 10 µM. 360,000 compounds, 0.66% hits. AID 651702;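 active = inhibition above about 55%, limit read from the data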
ABHD5-PLIN5 inh: inhibitors of human ABHD5-perilipin-5 interaction; Q00G26+Q8WTS1; Split G. princeps luciferase complementation, luminescence, 4 h; inhibition, % at 4 µM; 360,000 compounds, 0.78% hits;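 active = inhibition above the mean inhibition across every tested compound plus 3 SD, cut at about 22% in these data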;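 note: 0% = DMSO only wells and the 100% control is not disclosed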
NR5A2 inv ag: suppresses constitutive activity of human LRH-1. HEK293T StAR-luciferase reporter, LRH-1 transfected, 24 h. inhibition, % at 3.6 µM. 360,000 compounds, 0.13% hits;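 active = inhibition above the mean inhibition of all tested compounds plus 3 SD, cut at about 73% in these data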;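 note: 0% = DMSO wells and 100% = reporter-only cells lacking LRH-1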
SRC2 inh: human SRC2 (NCOA2) inhibition. Q15596. HEK293 GAL4-SRC2 luciferase reporter, luminescence. inhibition, % at 9 µM. 370,000 compounds, 0.17% hits;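 active = inhibition above the mean inhibition of all tested compounds plus 3 SD, set per campaign, cut at about 52% in these data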;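 note: 0% = DMSO treated cells and 100% = cells given Gossypol at 36 µM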
TROY signal inh: TROY signaling inhibition; Q293 LMP1-TROYcd NF-kB luciferase reporter, 4 h; inhibition, % at 10 µM; 360,000 compounds, 0.98% hits; AID 1347056;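 active = compounds whose plate-normalised and pattern-corrected inhibition of the luciferase reporter signal at the single screening dose is 50% or more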
NR2F2 inh: blocks human COUP-TFII nuclear receptor. P24468. HEK293T NGFI-A luciferase reporter, luminescence. inhibition, % at 8.6 µM. 370,000 compounds, 0.7% hits. AID 686940;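 active = inhibition above a per-plate cutoff, mean inhibition of test wells between control levels plus 3 SD, cut at about 38% in these data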;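 note: cells cotransfected with COUP-TFII expression vector driving the NGFI-A reporter; 0% = median of COUP-TF2 test wells and 100% = reporter-only cells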
NOD2 RIPK2 PPI: blocks binding of human NOD2 to RIPK2. 360,000 compounds, 0.38% hits. CHO BLA complementation NOD2-RIPK2, CCF4 ratio. inhibition, % at 4.98 µM; in the data active = inhibition above about 21%;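 note: 0% = vehicle only and 100% = reference blocker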
NCOA1 inh: inhibits human SRC1 coactivator. Q15788. HEK293 GAL4-SRC1 luciferase reporter, luminescence. inhibition, % at 3.6 µM. 360,000 compounds, 0.12% hits. AID 588354;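 active = inhibition above the campaign mean plus 3 SD, with each screening campaign given its own cutoff, cut at about 60% in these data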;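 note: 0% = DMSO treated cells and 100% = gossypol at 36 µM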
* marks the source's active call; other numbers are inactive results; nt = not tested or not shown. An excerpt; count on the stated rates, not on these rows.

The first 2 compounds (preview)
SMILES	TLR9-MyD88 inh	SRC3 inh	TWEAK-Fn14 inh	Exocytosis inh	ABHD5-PLIN5 inh	NR5A2 inv ag	SRC2 inh	TROY signal inh	NR2F2 inh	NOD2 RIPK2 PPI	NCOA1 inh
CC1CN(C(=O)c2ccccc2Sc2ccccc2C#N)CC(C)O1 (stereo not given)	-5	-20	-1	1	3	8	-4	-6	-3	6	-3
O=c1[nH]c(/C=C\c2cccs2)nc(O)c1[N+](=O)[O-]	0	-2	12	-1	7	1	-5	9	4	-7	-5

Results, repeating the preview:
SMILES	TLR9-MyD88 inh	SRC3 inh	TWEAK-Fn14 inh	Exocytosis inh	ABHD5-PLIN5 inh	NR5A2 inv ag	SRC2 inh	TROY signal inh	NR2F2 inh	NOD2 RIPK2 PPI	NCOA1 inh
CC1CN(C(=O)c2ccccc2Sc2ccccc2C#N)CC(C)O1 (stereo not given)	-5	-20	-1	1	3	8	-4	-6	-3	6	-3
O=c1[nH]c(/C=C\c2cccs2)nc(O)c1[N+](=O)[O-]	0	-2	12	-1	7	1	-5	9	4	-7	-5
COCc1cccc(-c2csc(C(C)(O)c3ccccc3)n2)c1 (stereo not given)	nt	-14	-2	14	2	39	-18	-17	-2	-4	6
COc1ccc2[nH]c(=O)c(CN(Cc3ccco3)Cc3nnnn3Cc3ccccc3)cc2c1	-3	-3	18	-4	20	14	-7	-6	10	-6	0
CC(/C=N/NC(=O)c1cc(-c2ccc3ccccc3c2)n[nH]1)=C\c1ccco1	2	-128	0	1	4	-178	-60	-54	-57	3	-120
CCOC(=O)C1CCN(c2c(Nc3cc(C)cc(C)c3)c(=O)c2=O)CC1	13	10	34	1	-6	13	1	2	0	5	-3
COc1cc(O)c(C(CCN2CCOCC2)c2ccc(N(C)C)cc2)c(OC)c1 (stereo not given)	-18	-13	7	-2	5	-11	-16	7	1	-3	6
O=C(CSc1nnc(-c2ccc(O)cc2)o1)NNC(=O)c1ccncc1	2	11	9	-2	3	12	-2	-2	3	-6	-8
CCOc1ccc(NC(=O)[C@H](Cc2ccccc2)NC(=O)C2CCNCC2)cc1	-2	-16	1	-7	-1	7	-39	-26	7	0	-25
COc1ccc(-c2cnc(C(O)c3ccc(C(C)(C)C)cc3)[nH]2)cc1 (stereo not given)	nt	11	-4	-5	0	-10	8	6	8	-4	-4
O=C(CCCSc1nc2ccccc2[nH]1)NCc1ccc(Cl)cc1	5	11	23	-4	1	-5	-6	26	3	-1	7
COc1ccc(CN(C)C(=O)COC(=O)c2ccc(-c3ccccc3)cc2)c(OC)c1OC	-2	16	-3	0	2	17	-15	23	-13	0	5
COc1ccc(CN2CCN(C(=O)c3ccc4nc(N5CCOCC5)sc4c3)CC2)c(OC)c1OC	-13	9	-12	0	0	4	0	23	12	-4	-4
Cc1cc(C)c(C#N)c(SCC(=O)N2CCN(Cc3ccccc3)CC2)n1	-5	13	11	-1	0	-15	8	-1	-3	-4	-26
COc1cc(F)ccc1-c1csc(C(NC(C)=O)c2cccc(F)c2)n1 (stereo not given)	nt	24	1	3	3	34	4	-3	-12	-1	10
CC(=O)Nc1cccc(-c2cc(NC=O)c3ncc(-c4cccc(C(C)=O)c4)n3c2)c1	nt	13	32	-12	2	48	-8	3	-11	-7	19
COc1ccc(N2CCN(c3ccc(C(N)=O)cc3[N+](=O)[O-])CC2)cc1	7	11	2	-2	3	2	14	13	6	-5	-9
CC12C=CC(=O)C=C1CCC1C3CCC(O)(C(=O)CO)C3(C)CC(O)C12F (stereo not given)	0	-65	1	-12	-3	-21	-15	27	-3	-1	-40
COc1ccc(CN(C)Cc2nc(Cc3ccccc3Cl)no2)cc1OC	7	2	-5	-3	0	12	-17	9	14	-2	3
CCc1cc2c3c(c(=O)oc2cc1OC)CCCC3	-2	-28	-7	4	-9	-3	-27	-2	1	-3	6
CC(C)(C)N(Cc1ccccc1)C(=O)COC(=O)C1CCN(c2ccc(C(F)(F)F)cn2)CC1	-14	3	7	6	-11	-4	17	13	15	3	-51
Cc1cc2ncc(C(=O)Nc3ccccc3)c(C)n2n1	-2	4	-10	1	-9	-15	-8	10	-6	2	9
COCCCNC(=O)c1c(N)n(/N=C/c2cccs2)c2nc3ccccc3nc12	-4	10	28	1	2	-5	-23	-1	16	-8	2
CN(C)c1ccc(C2(O)C(=O)c3ccccc3C2=O)cc1	6	8	-12	-2	-2	-23	11	12	15	-10	9
COc1cc(/C=C2\SC(N)=NC2=O)cc(OC)c1	-6	34	35	-3	0	11	2	-16	25	13	27
C/C=C/C(=O)OCC(=O)Nc1c(Cl)cccc1Cl	0	-11	0	1	8	5	6	5	-1	-10	-19
COCc1ccc(O)c2ncccc12	10	-2	79*	-2	1	11	-8	nt	-9	3	-29
COc1ccc(Br)cc1/C=C/C(=O)NC(=S)Nc1ccc(CN2CCOCC2)cc1	0	6	31	22	0	-3	30	7	4	2	-3
Cc1cccc(NC(=O)CCc2c(C)nn(-c3ccc(N4CCOCC4)nn3)c2C)c1	3	-28	-1	-18	1	-22	-34	-21	-19	-1	-15
Cc1ccc(-n2nc3c(SCCN4CCOCC4)nnc(C)c3c2C)cc1	0	1	19	5	3	8	13	15	10	-3	-12
COc1ccc(C(C(=O)NC2CCCCC2)N(C(=O)c2csnn2)C2CC2)cc1 (stereo not given)	6	-4	-12	-3	2	-1	-5	3	-2	-10	16
COc1ccc(-n2c(N)cc(=O)nc2SCC(=O)N2CCN(c3ccccc3)CC2)cc1	-9	-3	-5	-3	-1	11	17	-14	-17	2	-21
O=C(COC(=O)/C(=C/c1cccs1)c1cccs1)NCc1ccccc1Cl	-6	-2	21	34	-4	2	-15	28	11	-4	-3
CCC1=C(OC(=O)N(CC)CC)N2C(=O)OC(=NCC3CC3)[C@]2(Cc2ccccc2)[C@H]2C1=CC[C@H]1C(=O)N(c3ccccc3)C(=O)[C@H]12	-5	-10	0	-1	-7	2	12	3	10	-1	4
O=C(CSC1=NCCS1)NC(c1ccccc1)c1ccccc1	-12	-6	7	8	-12	18	-22	12	3	2	12
Clc1ccc(C2=Nn3c(Cn4nnc5ccccc54)nnc3SC2)cc1	nt	12	-24	-16	-3	19	-4	-4	-6	-4	15
CCc1ccc(S(=O)(=O)NCCc2csc(-c3cccnc3)n2)s1	-1	8	11	1	0	-10	8	9	15	4	0
CC(CCc1ccccc1)NC(=O)CSc1nc(N)cc(N)n1 (stereo not given)	4	-13	-5	-1	-4	-2	-20	-9	9	5	-24
CC1CCCCC1NC(=O)CN1CCC(NC(=O)C(C)(C)C)CC1 (stereo not given)	-4	-5	-12	-4	-11	11	-2	-16	-15	-1	-8
CCn1c(SCC(=O)c2ccc(Cl)s2)nnc1-c1cccs1	8	-2	-28	2	3	9	-44	-59	-17	-5	-15
Cc1cc(NC(=O)CSc2nnnn2-c2ccccc2C)no1	-1	-20	-4	-2	-1	-52	-8	-26	-21	1	-13
COc1ccc(S(=O)(=O)N2CCOC2CNC(=O)C(=O)NCc2cccnc2)cc1OC (stereo not given)	-2	0	2	-2	1	-2	-33	-7	9	-3	9
O=C(CCn1c(=O)oc2ccccc21)NCc1ccc2c(c1)OCO2	-4	3	-1	2	5	-24	16	-12	7	-3	-6
COc1ccc(C(=O)NC(C)c2ccc(-n3ccnc3)cc2)c(OC)c1OC (stereo not given)	-4	2	-6	2	-1	3	-24	16	11	-6	7
COc1cccc(CN(C)C(=O)C(Cc2ccccc2)NC(=O)c2ccccc2)c1OC (stereo not given)	-5	8	11	5	-1	0	11	12	-4	3	-7
COC(=O)c1ccc(CNC(=O)CSc2nc3ccccc3[nH]2)cc1	-16	1	-7	12	12	-24	15	-5	12	-2	-9
COc1cccc(OC)c1-c1nnc(-c2cn(C)c3ccccc23)o1	-15	-25	-3	-4	3	-6	-3	6	8	-6	-4
Cn1nc(-c2ccccc2)nc1-c1ccccc1	-10	-122	-3	26	-4	-23	-33	-51	-22	3	-101
CN(CCCNC(=O)c1cc2c(Cl)nc3ccccc3c2s1)Cc1ccccc1	2	0	-85	11	13	-13	-2	-12	-3	-4	-7
O=C(c1cc(COc2cccc(C(F)(F)F)c2)on1)N1C[C@H]2CC[C@H]1C2	-8	-111	-14	-1	-1	-46	-24	-32	-37	3	-63
C/C(Cc1ccccc1)=N\NC(=O)CNC(=O)c1ccc2c(c1)OCCO2	-8	7	-5	4	-8	-2	10	-4	2	-8	-9
CCOC(=O)C(=O)c1csc(NC(=O)COc2ccc(N(C)S(=O)(=O)c3ccc(F)cc3)cc2)n1	10	23	-9	-6	8	-1	6	13	7	-9	-5
O=C(O)C1=C[C@@H](c2ccc(Br)cc2)C[C@@H](OCCCCO)O1	-8	-6	-2	2	2	-3	-12	1	-7	-11	11
Cc1ccc(S(=O)(=O)N2CCN(S(=O)(=O)N(C)C)CC2)cc1	-1	3	-1	-1	-5	19	-29	-6	6	1	10
CCCn1c(=O)[nH]c(=O)c2c1nc(-c1ccc(OC(F)F)c(OC)c1)n2CCOC	1	-7	-19	-2	3	14	-25	-4	-2	6	-11
COCCn1cnc2c(c1=O)c1nc3ccccc3nc1n2/N=C/c1cccc(OC)c1	1	5	1	9	3	-15	6	3	3	-11	-5
COc1ccc(C2N3CC4(C)CN2CC(C)(C3)C4O)cc1 (stereo not given)	-4	9	-30	-3	4	2	-7	-55	-7	-22	-27
O=C(Oc1cccnc1)c1cc(S(=O)(=O)N2CCOCC2)ccc1Cl	1	19	-2	-2	4	-6	1	-16	10	1	3
Cc1cccc(S(=O)(=O)c2c(C)cc(C)nc2Cl)c1	-12	2	11	0	-5	-11	8	-4	-27	-4	-1
Cc1cc(=O)[nH]c2nc3ccccc3n12	-10	-20	1	-5	-3	12	-6	1	12	-6	-22

The listing continues:
SMILES	TLR9-MyD88 inh	SRC3 inh	TWEAK-Fn14 inh	Exocytosis inh	ABHD5-PLIN5 inh	NR5A2 inv ag	SRC2 inh	TROY signal inh	NR2F2 inh	NOD2 RIPK2 PPI	NCOA1 inh
Cc1ccc(-c2c(C(=O)NC(C)C)oc(=O)c3ccccc23)cc1	-7	8	-5	7	-4	15	11	-37	-4	6	-20
Cc1cc2[nH]c(=O)c(=O)[nH]c2cc1S(=O)(=O)Nc1ccccc1F	-3	-1	2	-2	-2	-2	-20	-9	-2	6	-7
COc1ccc2cc(C3CC(c4ccco4)=NN3S(=O)(=O)c3ccccc3)c(Cl)nc2c1 (stereo not given)	8	7	23	12	-1	-15	-10	10	-10	5	-71
C[C@H]1Cn2cnc(C(=O)N[C@H](C)c3ccccc3)c2C(=O)N1	-9	-7	10	4	4	-5	27	7	-17	2	-11
CC(=O)Nc1ccc(S(=O)(=O)Nc2nc3ccc(C)cc3s2)cc1	0	13	3	1	0	-13	-21	-23	3	-1	2
COC(=O)[C@@]1(Cc2ccc(F)cc2)[C@H]2c3cc(C(=O)N4CCCC4)n(CCN4CCNC4=O)c3C[C@H]2CN1C(=O)c1ccccc1	nt	nt	17	-5	11	11	-21	-19	-6	-2	nt
CCCCNC(=O)OC(C)CNC(=O)Oc1cccc(C)c1 (stereo not given)	-6	0	9	0	-1	6	-26	-7	-7	-11	-8
Cc1cc2nc(-c3ccc(Cl)cc3)c(Cc3cccc(F)c3)n2c(C)c1Br	nt	-10	23	1	-6	-16	nt	-7	nt	-8	4
COc1ccc(S(=O)(=O)Nc2cccc(F)c2)cc1C	-2	27	1	-3	1	23	19	-2	-5	-12	1
